Source: PubChem BioAssay
MC4R ag barr: human MC4R agonism via beta-arrestin. 360,000 compounds, 0.98% hits. P32245. activation, % at 8.9 µM. U2OS MC4R beta-arrestin complementation, luminescence; percent of melanotan II response, DMSO zero;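 active means activation above a per-plate cutoff, the mean activation of sample wells on that plate plus 3 SD, cut at about 8% in these data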
TLR9-MyD88 inh: inhibitors of human TLR9-MyD88 binding | CHO BLA complementation TLR9-MyD88, CCF4 FRET ratio | inhibition, % at 4.98 µM | 340,000 compounds, 0.21% hits;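 active means inhibition above the mean over all tested compounds plus 3 SD, cut at about 21% in these data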;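 further: 0% = DMSO only wells and 100% = clavulanate BLA inhibitor control wells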
Target sequence (Q99836 whole entry, looked up): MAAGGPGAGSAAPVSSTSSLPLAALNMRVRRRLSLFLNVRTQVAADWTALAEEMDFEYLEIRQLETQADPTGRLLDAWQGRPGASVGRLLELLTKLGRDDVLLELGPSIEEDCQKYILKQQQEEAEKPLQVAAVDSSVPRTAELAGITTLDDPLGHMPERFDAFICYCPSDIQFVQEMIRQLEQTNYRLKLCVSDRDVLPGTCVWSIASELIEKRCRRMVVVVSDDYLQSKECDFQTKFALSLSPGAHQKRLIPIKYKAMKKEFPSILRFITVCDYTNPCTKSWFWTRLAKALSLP
Target sequence (Q9NR96 whole entry, looked up): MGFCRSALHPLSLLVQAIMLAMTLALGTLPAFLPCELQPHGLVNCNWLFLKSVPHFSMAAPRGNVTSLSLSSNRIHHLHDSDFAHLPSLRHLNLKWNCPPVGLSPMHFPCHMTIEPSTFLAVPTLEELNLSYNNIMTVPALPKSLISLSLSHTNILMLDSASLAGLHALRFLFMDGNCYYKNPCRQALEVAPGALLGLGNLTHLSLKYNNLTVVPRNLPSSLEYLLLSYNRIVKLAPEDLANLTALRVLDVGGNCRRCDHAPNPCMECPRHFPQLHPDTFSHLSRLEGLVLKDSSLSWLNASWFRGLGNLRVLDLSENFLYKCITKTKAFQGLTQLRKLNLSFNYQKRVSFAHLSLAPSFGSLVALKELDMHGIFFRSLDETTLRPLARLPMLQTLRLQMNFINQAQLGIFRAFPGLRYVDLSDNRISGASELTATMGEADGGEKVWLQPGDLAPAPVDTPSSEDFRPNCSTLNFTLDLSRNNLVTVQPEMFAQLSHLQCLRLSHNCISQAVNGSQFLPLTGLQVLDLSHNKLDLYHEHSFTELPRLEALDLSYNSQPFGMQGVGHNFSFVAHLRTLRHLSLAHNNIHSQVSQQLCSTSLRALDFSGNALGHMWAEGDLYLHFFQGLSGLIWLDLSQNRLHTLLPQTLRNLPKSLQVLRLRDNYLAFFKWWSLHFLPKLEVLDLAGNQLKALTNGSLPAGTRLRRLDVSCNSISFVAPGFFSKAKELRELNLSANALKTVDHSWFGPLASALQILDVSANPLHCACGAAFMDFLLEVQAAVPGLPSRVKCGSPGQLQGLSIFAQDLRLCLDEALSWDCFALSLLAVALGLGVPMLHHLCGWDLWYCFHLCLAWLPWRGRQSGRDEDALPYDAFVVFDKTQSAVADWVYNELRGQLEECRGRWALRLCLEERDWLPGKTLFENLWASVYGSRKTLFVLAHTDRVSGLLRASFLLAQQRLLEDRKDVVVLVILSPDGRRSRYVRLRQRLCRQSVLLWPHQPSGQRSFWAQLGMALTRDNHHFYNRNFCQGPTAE
NCOA3 inh: human NCOA3 inhibition; Q9Y6Q9; HEK293 GAL4-SRC3 luciferase reporter, luminescence; inhibition, % at 3.6 µM; 360,000 compounds, 0.17% hits;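 active means inhibition above a per-campaign cutoff, the mean of all compounds plus 3 SD, cut at about 60% in these data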;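 further: 0% = DMSO-treated cells and 100% = gossypol-treated cells at 36 µM; higher means less SRC3-driven luciferase light from the GAL4 reporter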
ABHD5 PLIN5 PPI: inhibitors of human ABHD5-perilipin-5 interaction | Split G. princeps luciferase complementation, luminescence, 4 h | inhibition, % at 4 µM | 360,000 compounds, 0.78% hits | AID 602281;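 active means inhibition above the mean inhibition across every tested compound plus 3 SD, cut at about 22% in these data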;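 further: 0% = DMSO only wells and the 100% control is not disclosed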
NCOA1 inh: inhibits human SRC1 coactivator; inhibition, % at 3.6 µM; HEK293 GAL4-SRC1 luciferase reporter, luminescence; 360,000 compounds, 0.12% hits; Q15788;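 active means inhibition above the campaign mean plus 3 SD, with each screening campaign given its own cutoff, cut at about 60% in these data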;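 further: 0% = DMSO treated cells and 100% = gossypol at 36 µM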
SRC2 inh: human SRC2 (NCOA2) inhibition; Q15596; HEK293 GAL4-SRC2 luciferase reporter, luminescence; inhibition, % at 9 µM; 370,000 compounds, 0.17% hits; AID 651957;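 active means inhibition above the mean inhibition of all tested compounds plus 3 SD, set per campaign, cut at about 52% in these data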;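 further: 0% = DMSO treated cells and 100% = cells given Gossypol at 36 µM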
NR5A2 inv ag: NR5A2 inverse agonism in reporter assay. O00482. HEK293T StAR-luciferase reporter, LRH-1 transfected, 24 h. inhibition, % at 3.6 µM. 360,000 compounds, 0.13% hits;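 active means inhibition above the mean inhibition of all tested compounds plus 3 SD, cut at about 73% in these data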;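 further: 0% = DMSO wells and 100% = reporter-only cells lacking LRH-1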
LMP1 NFkB inh: reduces LMP1-driven NF-kappaB luciferase signal; LMP1-induced NF-kappaB luciferase reporter cells, luminescence; inhibition, % at 12.5 µM; 350,000 compounds, 0.69% hits; in the data active means inhibition above about 41%;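 further: 0% = neutral control wells and 100% = reference inhibitor control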
MC4R antag cAMP: human MC4R antagonism in cAMP assay; 360,000 compounds, 0.48% hits; MC4R-expressing cells, MTII-stimulated cAMP, LANCE TR-FRET; inhibition, % at 6.5 µM; AID 540295;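 active means inhibition above its plate's cutoff, the mean of tested wells on that plate plus 3 SD, cut at about 29% in these data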;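 further: 0% = Melanotan II alone and 100% = Melanotan II plus saturating MCL0020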
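Material – human MC4R-expressing U2OS cells · Repeats – no replicates · Detection – TR-FRET with Eu-cAMP and labeled anti-cAMP, 671 nm · Times – compound 30 min, challenge 1 h, detection 1 h · Compound – single nominal compound dose of 6.5 µM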
COUP-TFII inh: inhibitors of human COUP-TFII (NR2F2) | HEK293T NGFI-A luciferase reporter, luminescence | inhibition, % at 8.6 µM | 370,000 compounds, 0.7% hits;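 active means inhibition above a per-plate cutoff, mean inhibition of test wells between control levels plus 3 SD, cut at about 38% in these data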;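 further: cells cotransfected with COUP-TFII expression vector driving the NGFI-A reporter; 0% = median of COUP-TF2 test wells and 100% = reporter-only cells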
NOD2 RIPK2 PPI: blocks binding of human NOD2 to RIPK2. inhibition, % at 4.98 µM. O43353. 360,000 compounds, 0.38% hits. CHO BLA complementation NOD2-RIPK2, CCF4 ratio; in the data active means inhibition above about 21%;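 further: 0% = vehicle only and 100% = reference blocker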
The depositor's hits bear a star; x = no result given.

SMILES | MC4R ag barr | TLR9-MyD88 inh | NCOA3 inh | ABHD5 PLIN5 PPI | NCOA1 inh | SRC2 inh | NR5A2 inv ag | LMP1 NFkB inh | MC4R antag cAMP | COUP-TFII inh | NOD2 RIPK2 PPI
O=C(Nc1nnc(-c2ccc(Cl)s2)o1)C1CC1 | 0.4 | 0 | -12 | -3 | -15 | -19 | -36 | 3 | 14 | 0 | -6
COC(=O)Nc1ccc2c(c1)OCO2 | -1.0 | -4 | -9 | -3 | -15 | 4 | -5 | -13 | -4 | -22 | -12
CC1CCCCN1C(=O)CSc1nc(-c2ccccc2)cc(=O)[nH]1 (stereo not given) | 2.3 | 6 | 20 | 13 | 18 | 20 | 21 | -1 | 18 | -12 | -5
Cc1ccc(NC(=O)CSc2nc3ncc(Cl)cc3[nH]2)c(C)c1 | -1.2 | 4 | -15 | -3 | 7 | 24 | 20 | 1 | -10 | -13 | 6
O=C(NC1CCCC1)C1CCN(C(=O)c2ccc(Cl)cc2)CC1 | -1.5 | -5 | -7 | -4 | -2 | -18 | -6 | -1 | 7 | 11 | -2
O=C(CC(=O)Nc1ccccn1)Nc1ccccn1 | -0.3 | 8 | -16 | -3 | -7 | 6 | 24 | 3 | 0 | 8 | 7
O=C(Cn1cnc(S(=O)(=O)N2CCCCC2)c1)Nc1ccc(OC(F)(F)F)cc1 | 1.9 | -2 | 18 | -8 | 4 | -19 | -11 | -1 | 17 | -23 | 2
CCOC(=O)C1=CNS(=O)(=O)NC1c1ccc(C#N)cc1 (stereo not given) | -2.1 | -2 | 5 | 3 | 11 | 3 | -1 | -4 | 1 | 0 | 7
CCN1CCN(C(C(=O)NC2CCCCC2)c2ccc(Cl)cc2)CC1 (stereo not given) | -0.2 | -13 | 6 | -3 | 1 | -28 | 8 | 5 | 4 | -1 | -16
CCCNC(=O)C1(C)CCN(C(=O)c2ccc(F)cc2Cl)C1 (stereo not given) | 0.6 | x | 8 | 5 | -9 | -3 | 7 | x | -1 | -4 | -25
Cc1cc(Nc2ccc(F)cc2)c2ccccc2n1 | -1.2 | 3 | -5 | -4 | -21 | -32 | -2 | 4 | -2 | -3 | 1
COC(=O)c1ccccc1S(=O)(=O)N1CCn2cccc2C1C (stereo not given) | -0.2 | -1 | 11 | -4 | -8 | 8 | 6 | -3 | 6 | -8 | 0
CC(C)CCOc1ccc(C(=O)O)cc1 | 1.3 | -5 | 10 | -2 | 18 | -14 | 5 | 2 | -1 | -2 | -5
COc1cccc(-c2cc(C(=O)N3N=C(C)CC3(O)C(F)F)c3ccccc3n2)c1 (stereo not given) | -0.7 | -2 | 5 | -2 | -19 | 1 | 1 | -7 | -2 | -3 | -4
COC(=O)c1ccc(NC(=O)Nc2ccc3c(c2)nc(C)n3C)cc1 | 1.1 | -5 | 10 | 3 | -18 | -35 | -6 | -5 | 5 | -24 | 1
O=C(Nc1ccc(Cl)c(S(=O)(=O)N2CCOCC2)c1)c1ccc2c(c1)OCO2 | -0.4 | -10 | -4 | -2 | 6 | 19 | 1 | 4 | 9 | 36 | 2
CN(C(=O)CSc1nncn1C)C1CCCN(Cc2ccccc2F)C1 (stereo not given) | -3.1 | -14 | -20 | -3 | 5 | -30 | -3 | 1 | 4 | -14 | -9
O=C(Oc1ccc(-n2cnnn2)cc1)c1ccccc1 | -1.4 | 0 | -2 | 0 | -8 | -3 | -2 | -5 | -3 | -18 | 6
CC1(C(=O)NC2CCCCC2)CCC(=O)N1CC(F)(F)F (stereo not given) | x | x | 7 | 0 | -20 | 0 | 5 | x | x | 9 | -5
Cc1cc2nc(CSc3ccccc3)cc(=O)n2[nH]1 | 0.8 | x | -12 | 2 | -5 | 11 | -22 | 1 | 2 | 15 | -2
Oc1c(C(c2ccccc2)N2CCN(Cc3ccccc3)CC2)sc2ncnn12 (stereo not given) | 0.4 | 7 | 1 | 6 | -4 | -14 | -10 | -3 | 3 | 13 | -10
CCOc1ccccc1NC(=O)c1cccc(NC(=O)C2CCCC2)c1 | -0.6 | -2 | 2 | 0 | 3 | -23 | -2 | 6 | 15 | 13 | 4
COc1ccc(-c2c(-c3ccc(OC)nc3)c3ccccc3n2C)cc1 | 0.7 | -7 | 7 | -11 | -9 | 7 | 4 | -1 | 22 | -21 | 1
O=C(COc1ccc(Cl)cc1)Nc1ccc2oc(=O)ccc2c1 | 3.7 | -7 | 13 | -29 | 9 | 9 | -17 | 7 | 11 | -3 | -2
Cn1c(C2CCCCC2)nc2cc(N)ccc21 | 0.1 | -2 | -45 | 0 | -7 | -35 | -8 | -4 | 18 | 5 | 0
SMILES | MC4R ag barr | TLR9-MyD88 inh | NCOA3 inh | ABHD5 PLIN5 PPI | NCOA1 inh | SRC2 inh | NR5A2 inv ag | LMP1 NFkB inh | MC4R antag cAMP | COUP-TFII inh | NOD2 RIPK2 PPI
Cc1ccc(S(=O)(=O)N2[C@@H](c3ccccc3)C(C(=O)O)=CC[C@H]2c2ccc(Cl)c(Cl)c2)cc1 | -0.2 | -7 | -15 | -7 | -6 | -5 | -10 | -8 | 11 | 1 | -5
CCOC(=O)NC(Nc1cc(C)on1)(C(F)(F)F)C(F)(F)F | 0.4 | -5 | 17 | 4 | -21 | -8 | 4 | -5 | 5 | -4 | -6
CNC(=O)NC(=O)C(C)N1CCN(C/C=C/c2ccccc2)CC1 (stereo not given) | 2.7 | -8 | 9 | -6 | -5 | -18 | -9 | -3 | 6 | 10 | -9
CCc1ccc(CN2CCC(C(=O)Nc3ccc(Oc4ccccc4)nc3)CC2)o1 | -0.2 | -7 | 11 | -9 | 13 | 20 | -7 | 25 | 9 | 36 | 10
c1ccc(Cn2nnnc2C(c2cccs2)N2CCSCC2)cc1 (stereo not given) | -1.5 | 1 | 24 | -2 | 9 | -11 | -11 | 5 | 10 | -14 | 8
O=C(CSCc1cnn(-c2ccccc2)c1-n1cccc1)NCc1cccs1 | 0.8 | -7 | -9 | 0 | 11 | -20 | -2 | -5 | 11 | -6 | -5
CCOC(=O)c1cccc(NC(=O)CSc2nnc(C)n2CC2CCCO2)c1 (stereo not given) | -1.4 | -4 | -10 | 3 | -10 | -9 | -7 | 2 | 6 | -4 | 4
COC(=O)Cc1ccc(NC(=S)NCCO)cc1 | -0.9 | 6 | 11 | 3 | 2 | -13 | -2 | -2 | 20 | 3 | 0
O=C(Nc1ccccc1NS(=O)(=O)c1ccc(F)cc1)C1CCC1 | -1.2 | 0 | 10 | 2 | 4 | 1 | -19 | 0 | 4 | 8 | -9
COc1ccc(S(=O)(=O)N2CCOCC2)cc1NC(=O)COC(=O)C1COc2ccccc2O1 (stereo not given) | -0.6 | -5 | -66 | -1 | -59 | -6 | -70 | 2 | 7 | 3 | -5
O=S(=O)(c1ccccc1)c1cnc(-c2ccccc2)nc1N1CCCC1 | -0.6 | 5 | -2 | -7 | 9 | 5 | -1 | -29 | 7 | -11 | 2
COC(=O)c1cn(-c2ccccc2)nc1-c1cccnc1 | -1.9 | 1 | 12 | -9 | 2 | -11 | 12 | -6 | -1 | -21 | 4
Oc1ccc(Nc2nc(Cl)nc(NCc3ccco3)n2)cc1 | 3.5 | 0 | 22 | 12 | 10 | 3 | -17 | 8 | -34 | -21 | 6
N#Cc1ccc(C(=O)N2CCC3CC2c2cc(-c4ccc(F)cc4)ccc23)cc1 (stereo not given) | 2.0 | -2 | -8 | -4 | 7 | -6 | -4 | 6 | 7 | 5 | 1
CSCC[C@H](NC(=O)OC(C)(C)C)C(=O)N1CCC(C(=O)N[C@H](C(=O)O)C(C)C)CC1 | 0.0 | 1 | -2 | -5 | 5 | -13 | 11 | 2 | -3 | 7 | -6
Brc1ccccc1-n1nnc(-c2ccnc3ccccc23)n1 | 0.5 | -7 | -4 | 3 | -26 | -17 | -13 | 16 | -9 | 9 | 0
C/C(=N\NC(=O)c1nnn(-c2nonc2N)c1-c1ccccc1)c1cccnc1 | 0.0 | 5 | 4 | 4 | 9 | -2 | 4 | -4 | -2 | -18 | 5
O=C(Nc1ccccc1C(=O)O)c1cncc(Br)c1 | -1.9 | 2 | 9 | 4 | -14 | -6 | 9 | -1 | 11 | 9 | -8
CCOC(=O)N1CCN(C(=O)COc2ccccc2Cl)CC1 | -1.6 | -4 | 4 | 1 | 17 | 14 | -2 | 3 | 13 | -3 | 4
C=CCC1(CC=C)CCCN1C(=O)CC1C(=O)NCCN1Cc1cccc(OC)c1OC (stereo not given) | -0.3 | -1 | -3 | -4 | -2 | -6 | -17 | -2 | 11 | -15 | -2
CCOC(=O)/C=C1/SCC(=O)N1CC(=O)Nc1ccc2c(c1)CCC2 | -2.3 | -3 | -11 | -3 | -11 | 3 | -9 | -5 | 7 | -2 | -1
COc1ccc(/C=C2/SC(=O)N(CCNC(=O)CC(NC(C)=O)c3ccccc3)C2=O)cc1 (stereo not given) | -2.6 | -1 | -11 | -4 | -11 | -23 | -3 | 0 | -1 | -2 | 1
Cc1cc(C(=O)CN2C(=O)NC3(CCCCC3)C2=O)c(C)n1C | -2.7 | -8 | -11 | 3 | -38 | -4 | -20 | -26 | 0 | 6 | -4
COc1ccc(OCC(=O)NC(=S)Nc2ccc(S(=O)(=O)Nc3cc(C)on3)cc2)cc1 | -2.7 | 0 | 5 | 7 | -3 | -6 | 0 | -5 | 7 | -14 | 0
Cc1noc(C)c1S(=O)(=O)N1CCCC(C(=O)N2CCc3ccccc3C2)C1 (stereo not given) | -0.2 | -2 | 19 | -3 | 4 | -12 | -31 | -12 | 2 | -13 | 0
CCc1ccccc1NC(=O)c1ccc2c(O)c(S(=O)(=O)c3ccc(OC)cc3)c(=O)[nH]c2c1 | 2.3 | 2 | 17 | 10 | -3 | 6 | -9 | 6 | -4 | -4 | -1
COCCNC(=O)C1(C)CCN(C(=O)c2ccc3sccc3c2)C1 (stereo not given) | -0.6 | x | -18 | 3 | -4 | 10 | 1 | x | 5 | 1 | -3
O=C(O)CCC(=O)Nc1ccc2c(c1)oc1ccccc12 | -2.0 | 0 | 12 | 5 | 1 | -30 | -31 | 0 | 3 | -3 | -7
C[C@@H](NC(=O)c1ncn2c1C(=O)NC[C@@H]2C)c1ccccc1 | -1.1 | -2 | 3 | 2 | 14 | -1 | 3 | 5 | 14 | 5 | 6
Cn1cccc1C(=O)NC(=O)CSc1nnc(C2CC2)n1-c1ccccc1 | -0.6 | -8 | 8 | 3 | -1 | -4 | 11 | 8 | -1 | 0 | -5

Whole records, quoted from the list:
O=C(Nc1ccccc1C(=O)O)c1cncc(Br)c1 is listed as MC4R ag barr: -1.9; TLR9-MyD88 inh: 2; NCOA3 inh: 9; ABHD5 PLIN5 PPI: 4; NCOA1 inh: -14; SRC2 inh: -6; NR5A2 inv ag: 9; LMP1 NFkB inh: -1; MC4R antag cAMP: 11; COUP-TFII inh: 9; NOD2 RIPK2 PPI: -8
COC(=O)c1cn(-c2ccccc2)nc1-c1cccnc1 is listed as MC4R ag barr: -1.9; TLR9-MyD88 inh: 1; NCOA3 inh: 12; ABHD5 PLIN5 PPI: -9; NCOA1 inh: 2; SRC2 inh: -11; NR5A2 inv ag: 12; LMP1 NFkB inh: -6; MC4R antag cAMP: -1; COUP-TFII inh: -21; NOD2 RIPK2 PPI: 4

A portion of the library; rates above refer to the full screens.
